From PubChem BioAssay
AmpC inh no detg – inhibitors of E. coli AmpC beta-lactamase without detergent | actives 0.52% (n = 330,000) | AmpC nitrocefin hydrolysis, absorbance 480 nm, 0.0001% Triton | P00811 | Potency, µM (titrated, usually from 57.1 µM), inactives show top-dose activity change, negative = inhibition, most hits filed as inhibitors | AID 485341;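 note: potency is the fitted concentration of half-maximal effect; plate controls were no compound for no effect and no enzyme for full effect; nearly all actives have a fitted effect of over 20% in size; some results filed as inactive show a strong effect at the top dose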
Target sequence (P00811 whole entry, looked up): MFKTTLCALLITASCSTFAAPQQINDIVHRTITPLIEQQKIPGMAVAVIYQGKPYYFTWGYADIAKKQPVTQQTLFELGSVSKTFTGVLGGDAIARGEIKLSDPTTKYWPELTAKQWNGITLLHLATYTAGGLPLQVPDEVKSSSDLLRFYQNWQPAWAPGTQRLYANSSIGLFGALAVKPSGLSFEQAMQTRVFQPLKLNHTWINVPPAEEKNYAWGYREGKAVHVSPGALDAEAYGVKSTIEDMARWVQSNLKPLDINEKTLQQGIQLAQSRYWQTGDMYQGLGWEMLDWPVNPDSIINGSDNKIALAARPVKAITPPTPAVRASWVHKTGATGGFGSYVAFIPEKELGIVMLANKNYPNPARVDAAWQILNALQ
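20 mM phosphate pH 7.0 + 0.01% (detergent screen) or 0.0001% Triton X-100; 5.3 nM AmpC reagent; cpd preinc 15 min RT; nitrocefin (800 uM stock) to start; A480 q20 s × 4 min; Activity was normalised to no-enzyme and no-compound control wells.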
AmpC inh detg – blocks E. coli AmpC beta-lactamase in detergent assay. P00811. AmpC hydrolysis of nitrocefin, absorbance 480 nm, 0.01% Triton. Potency, µM (titrated, usually from 114 µM), for the others: at the top dose activity change, negative = inhibition, usual class: inhibitors. actives 0.041% (n = 370,000). AID 485294;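 note: potency is the fitted concentration of half-maximal effect; 0% = no-compound wells and -100% = no-enzyme wells; nearly all actives have a fitted effect of over 25% in size; some results filed as inactive show a strong effect at the top dose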
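20 mM phosphate pH 7.0 + 0.01% (detergent screen) or 0.0001% Triton X-100; 5.3 nM AmpC reagent; cpd preinc 15 min RT; nitrocefin (800 uM stock) to start; A480 q20 s × 4 min; Activity was normalised to no-enzyme and no-compound control wells.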
AMA1 RON2 block – disrupts binding of P. falciparum AMA1 to RON2; Potency, µM (series often up to 58.2 µM), inactives show at the highest dose activity change, negative = inhibition, actives largely listed as inhibitors; actives 0.2% (n = 360,000); AlphaScreen AMA1-biotinylated RON2 peptide binding;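 note: potency is the fitted concentration of half-maximal effect; 0% = vehicle wells and -100% = peptide control; nearly all actives have a fitted effect of over 45% in size; some results filed as inactive show a strong effect at the top dose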
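AMA1 (3D7) with his tag at 25 nM final met compounds first, then biotinylated RON2 peptide at 25 nM; detection used donor plus acceptor beads, 10 µg/mL apiece, read by AlphaScreen after 30 min at room temperature.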
LmPK inh – inhibitors of Leishmania mexicana pyruvate kinase; Q27686; purified LmPK, Kinase-Glo ATP luminescence, 1 h; Potency, µM (top dose mostly 57.5 µM), inactives show at the highest dose activity change, negative = inhibition, actives largely listed as inhibitors; actives 0.37% (n = 290,000); note: potency is the fitted concentration of half-maximal effect
Target sequence (Q27686 whole entry, looked up): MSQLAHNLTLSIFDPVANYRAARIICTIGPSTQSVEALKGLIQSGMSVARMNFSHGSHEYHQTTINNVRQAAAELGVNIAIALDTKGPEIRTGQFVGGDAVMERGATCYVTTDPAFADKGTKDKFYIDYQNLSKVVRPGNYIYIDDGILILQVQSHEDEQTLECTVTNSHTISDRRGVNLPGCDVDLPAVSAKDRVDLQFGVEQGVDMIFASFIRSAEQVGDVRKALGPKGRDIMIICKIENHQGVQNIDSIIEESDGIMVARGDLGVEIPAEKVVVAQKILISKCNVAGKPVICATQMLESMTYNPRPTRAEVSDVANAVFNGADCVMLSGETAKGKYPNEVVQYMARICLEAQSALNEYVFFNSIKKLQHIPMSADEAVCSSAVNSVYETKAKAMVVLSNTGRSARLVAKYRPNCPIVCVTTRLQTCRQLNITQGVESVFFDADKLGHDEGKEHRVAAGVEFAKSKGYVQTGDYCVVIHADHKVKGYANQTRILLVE
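0.1 nM LmPK, 0.5 mM PEP, 0.1 mM ADP; 50 mM imidazole pH 7.2, 7 mM MgCl2, 50 mM KCl; 1 h RT. Kinase-Glo luminescence readout, normalized to no-enzyme (full inhibition) and uninhibited wells.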
HCV inh – inhibitors of hepatitis C virus infection | Potency, µM (titrated, usually from 41.8 µM), for inactives: top-dose activity change, negative = inhibition, hits mostly inhibitors | Huh7.5.1 HCVcc-Cre infection, luciferase reporter, 44 h | AID 651820 | actives 3.4% (n = 340,000); note: potency is the fitted concentration of half-maximal effect
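A cell-based infection assay in which seeded cells (1,000 per well) receive test compound after 4 h, are inoculated with HCVcc-Cre at approximately 0.5 moi, and are incubated 44 h before luminescence detection.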
HCMV antiviral – blocks human cytomegalovirus replication | HFF cells, HCMV-luciferase reporter, 72 h; hits give low values | activity change, negative = inhibition, % at 57.5 µM | actives 4.5% (n = 410,000); in the data active = activity change below about -60%; inconclusive = no clear call, values can overlap the other calls; inactive = above about -39%
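Inhibition of viral replication was scored as loss of reporter luminescence in HFFs infected with HCMV-luciferase (MOI 1 PFU/cell) for 72 h; compounds tested at 2 doses, normalized to buffer and Salinomycin controls.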
TbPYK inhibitor – T. brucei pyruvate kinase inhibition | Q57TT1 | TbPYK enzyme, Kinase-Glo Plus ATP luminescence, 45 min | Potency, µM (series often up to 76.8 µM), without a hit: at the top dose activity, negative = inhibition, most hits filed as inhibitors | actives 0.12% (n = 410,000) | AID 624173; note: potency is the fitted concentration of half-maximal effect; nearly all actives have a fitted effect of over 50% in size
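Readout: single end-point luminescence (Kinase-Glo Plus, 10 min). Reaction conditions were TbPYK/substrate plus 130 uM ADP, 45 min at RT, pH 7.2 TEA buffer. No-enzyme wells served as controls, and data were normalized before concentration-response fitting.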
* marks the source's active call; other numbers are inactive results; u = inconclusive; x = not tested or not shown; & = joins results of further samples; [ ] = dose if it differs, or a comment. Unless noted, calls come from the whole dose curve; as a rule, active = well fitted curve in the direction sought with a large enough effect; inconclusive = small, poorly fitted or top-dose-only effect, or another doubt; inactive = no such curve, though single readings can be large; an effect the other way counts as inactive or inconclusive. Unless noted, % is set by controls: 0 for no effect and ±100 for the full control effect.

Order of values – AmpC inh no detg | AmpC inh detg | AMA1 RON2 block | LmPK inh | HCV inh | HCMV antiviral | TbPYK inhibitor
> COc1ccc(S(=O)(=O)N2CCN(C3Cc4ccccc4C3)CC2)cc1
  -11% | 2% | -2% | 4% | -11% | 20 | -1%
> CCN(CC(=O)NCc1ccc(Cl)cc1)C(=O)CCc1ccccc1
  31% | 2% | 8% | 0% | -12% | x | -10%
> COC(=O)C(C#N)(CCC(=O)c1ccccc1)CCC(=O)c1ccccc1
  x | x | 2% | x | x | -20 | -2%
> COc1ccc(S(=O)(=O)N2CCN(Cc3cc(=O)n4ccccc4n3)CC2)cc1
  -22% | 0% | -7% | x | 12% | -1 | 1%
> CC1=CC(C)(C)NC(=S)N1c1ccccc1C
  -13% | -11% | 0%&-23% | 2% | 18%&4% | -3&-29 | -6%&-1%
> OCC#CCSc1nnc(-c2cccc3ccccc23)o1
  -16%&-4% | -7% | x | x | x | -4 | -1%
> Cc1ccc(S(=O)(=O)c2nnn3c2nc(N2CCCC(C)C2)c2cc(Cl)ccc23)cc1C (stereo not drawn)
  x | 3% | x | x | x | 9 | -2%
> c1ccc(C(CN2CCCCC2)Oc2ccccn2)cc1 (stereo not drawn)
  x | x | 14% | x | -2% | -26 | -2%
> COc1ccccc1-n1c(N)cc(=O)nc1SCC(=O)Nc1cc(C)on1
  -33% | 6% | 19% | -5% | 7% | 10 | 2%
> O=C(/C=C\c1ccccc1[N+](=O)[O-])Nc1ccccc1
  -34% | 1% | 6% | -15% | -25% | 57 | 5%
> CC1C(=O)N(Cc2cn(CCC3OCCO3)nn2)CCS(=O)(=O)N1Cc1ccc(-c2cccc(CO)c2)cc1 (stereo not drawn)
  x | x | -6% | x | x | 12 | -11%
> Nc1ccn([C@@H]2O[C@H](CNCc3ccc(-c4cc(C(F)(F)F)ccc4Cl)o3)[C@@H](O)[C@H]2O)c(=O)n1
  x | x | -1% | x | x | 6 | -3%
> COc1ccc(Cl)cc1C(=O)Nc1cccnc1Cl
  -14% | -15% | 3% | -2% | -5% | 99 | 0%
> O=C(Nc1ccc(N2CCOCC2)cc1)C1CC(=O)N(c2ccc(Cl)cc2)C1 (stereo not drawn)
  -9% | -8% | 13% | -4% | 10% | 3 | 1%
> CC(=O)c1ccc(OCC(O)CN2CCC(C)CC2)cc1 (stereo not drawn)
  -10% | -1% | -1% | 2% | 6% | 3 | 3%

Copied from the list:
`COc1ccc(S(=O)(=O)N2CCN(Cc3cc(=O)n4ccccc4n3)CC2)cc1` | AmpC inh no detg: -22%
`CCN(CC(=O)NCc1ccc(Cl)cc1)C(=O)CCc1ccccc1` | AMA1 RON2 block: 8%
`CC(=O)c1ccc(OCC(O)CN2CCC(C)CC2)cc1` (stereo not drawn) | LmPK inh: 2%
`COC(=O)C(C#N)(CCC(=O)c1ccccc1)CCC(=O)c1ccccc1` | AMA1 RON2 block: 2%
`OCC#CCSc1nnc(-c2cccc3ccccc23)o1` | AmpC inh no detg: -16%&-4%

Returning to the listing; the 2 compounds before the break are reprinted first.
Order of values – AmpC inh no detg | AmpC inh detg | AMA1 RON2 block | LmPK inh | HCV inh | HCMV antiviral | TbPYK inhibitor
> O=C(Nc1ccc(N2CCOCC2)cc1)C1CC(=O)N(c2ccc(Cl)cc2)C1 (stereo not drawn)
  -9% | -8% | 13% | -4% | 10% | 3 | 1%
> CC(=O)c1ccc(OCC(O)CN2CCC(C)CC2)cc1 (stereo not drawn)
  -10% | -1% | -1% | 2% | 6% | 3 | 3%
> COc1ccccc1NC(=O)CN(Cc1ccco1)C(=O)c1ccc(N2CCCC2=O)cc1
  30% | x | -1% | x | -24% | 52 | 1%
> CCN(C[C@H]1N[C@@](C)(C(=O)OC)[C@H]2C(=O)N(Cc3ccccc3)C(=O)[C@@H]12)S(=O)(=O)c1ccc(F)cc1
  181%[activator] | x | 0% | x | u | 26 | 5%
> Cc1nc(NCCNC(=O)c2ccco2)c2c(C)c(C)sc2n1
  -6% | -8% | -11% | 4% | u | -14 | -1%
> CCC(CC)C(=O)OCC(=O)Nc1cccc(S(=O)(=O)N(C)c2ccccc2)c1
  -13% | -14% | 4% | 4% | 18% | -34 | 6%
> COc1ccc(NC(=O)CNc2ccc(OC)c(S(=O)(=O)N3CCOCC3)c2)cc1
  x | x | -2% | x | x | -14 | 4%
> Cc1cccc(NC(=S)NC2CC3CCCC(C2)N3Cc2cccs2)c1 (stereo not drawn)
  -4% | u | -15% | -2% | u | -30 | -14%
> O=C(Nc1cccc(F)c1)Nc1ccnn1C1CCN(C(=O)CCN2CCCO2)CC1
  100%[activator] | 7% | -14% | 1% | 17% | -21 | 3%
> CCOC(=O)C1=C(C)NC(=O)NC1c1ccc(OC(=O)c2ccco2)cc1 (stereo not drawn)
  -31% | -5% | 3% | 4% | 17% | -2 | 1%
> Cc1c(C(c2ccc(F)cc2)c2c(O)c3ccccc3oc2=O)c(=O)n(-c2ccccc2)n1C (stereo not drawn)
  -18% | -13%&5% | -2% | 7% | 3% | -3&-22 | 2%&4%
> Cc1ccc(OCc2ccc(Br)cc2)c([N+](=O)[O-])n1
  -2%[2.29 µM] | 0% | x | -2% | x | -9 | x
> COc1ccc(NS(=O)(=O)c2ccc(NS(=O)(=O)c3cccs3)cc2)c(OC)c1
  -40% | -8% | 5% | 4% | 7% | 9 | 2%
> CCNc1nc2c(c(=O)[nH]c(=O)n2C)n1Cc1ccc(F)cc1
  4% | u | -2% | -1% | 4% | 68 | 3%
> Fc1ccc(COc2ccc(C(=S)N3CCCC3)cc2)cc1
  -32% | -14% | -20% | 1% | -19% | 24 | -4%
> CCc1ccc(N2CC(C(=O)OCC(=O)NC3CCS(=O)(=O)C3)CC2=O)cc1 (stereo not drawn)
  -15% | u | -13% | 1% | 3% | 2 | 6%
> CCN(CC(=O)NCCc1ccc(S(N)(=O)=O)cc1)Cc1ccccc1
  -1% | -1% | 25% | -8% | -14% | -17 | 0%
> COc1ccc(NC(=O)N2CCCC(C(=O)NCc3ccccc3F)C2)cc1 (stereo not drawn)
  -2% | 5% | 3% | -1% | -10% | -30 | 0%
> CCc1nn2c(=O)cc(COC(=O)c3ccc4c(c3)OCO4)nc2s1
  x | -4% | x | x | x | 2 | -3%
> CC1CCCC(NC(=O)COC(=O)c2cccs2)C1C (stereo not drawn)
  -8% | u | 4% | x | 19% | 83 | 0%
> CCOC(=O)c1cccc(NC(=O)CSc2nnc(C3CCCCC3)n2C)c1
  26% | u | -7% | -6% | u | -36 | -2%
> Cc1ccc(NC2CCCN(C(=O)CCN3CCOCC3)C2)cc1C (stereo not drawn)
  38% | 4% | -5% | 0% | 8% | 19 | 0%
> COc1cccc(NC(=O)CN(C)C(=O)c2c(C)nn(Cc3ccc(C)cc3)c2Cl)c1
  39% | u | 3% | x | u | -10 | 0%
> Cc1ccc2c(c1)C1C=CCC1C(C(=O)O)N2 (stereo not drawn)
  -36% | -16% | x | -8% | 1%[0.335 µM] | x | x
> Cn1nc(-c2ccc(Cl)cc2)c2cc(C(=O)NCCCN3CCCC3)sc21
  28% | -6% | -7% | 1% | 13µM* | x | 1%
> CC(=O)Nc1ccc(NC(=O)CSCc2ccccc2Cl)cc1
  x | x | -16% | x | 3% | 8 | -1%
> Cc1cccc(OCCCC(=O)Nc2ccc(S(=O)(=O)Nc3nccs3)cc2)c1C
  -50% | -12% | -11% | 2% | 1% | -37 | 5%
> CCOc1ccccc1NC(=O)C1=C(C)Nc2ncnn2C1c1sccc1C (stereo not drawn)
  x | 1% | x | x | x | -10 | -5%
> CCC(C)(C)NC(=O)c1ccc(S(=O)(=O)N2CCCCCC2)cc1
  -1% | -7% | -6% | -1% | 1% | -4 | 0%
> Cc1[nH]c2ccccc2c1SCc1n[nH]c(=S)n1C
  -17% | 5% | 72%[activator] | 7.9µM* | -23% | -78* | u
> COc1ccccc1NS(=O)(=O)c1ccc2oc(SC(C)C(=O)N3CCNC3=O)nc2c1 (stereo not drawn)
  37% | -3% | 8% | x | u | -7 | -1%
> C[n+]1c(/C=C/c2ccc3c(c2)OCO3)ccc2ccccc21
  -15% | u | 12% | 5% | 9% | -66* | -19%

The closing two compounds of the section above come first, to join the parts.
Order of values – AmpC inh no detg | AmpC inh detg | AMA1 RON2 block | LmPK inh | HCV inh | HCMV antiviral | TbPYK inhibitor
> COc1ccccc1NS(=O)(=O)c1ccc2oc(SC(C)C(=O)N3CCNC3=O)nc2c1 (stereo not drawn)
  37% | -3% | 8% | x | u | -7 | -1%
> C[n+]1c(/C=C/c2ccc3c(c2)OCO3)ccc2ccccc21
  -15% | u | 12% | 5% | 9% | -66* | -19%
> O=C(NCC(=O)N1CCCC1)NN=Cc1ccccc1O
  x | x | 126%[activator] | x | x | u | -2%
> Cc1ccc2c(c1)N(C(=O)CCC(=O)N1CCN(c3cccc(C)c3C)CC1)CCO2
  67%[activator] | 2% | -6% | 0% | 10µM* | u | 1%
> Cc1ccc(C(C)C)c(OCC(O)CN2CCN(c3ccccc3F)CC2)c1 (stereo not drawn)
  x | 8% | x | x | x | u | 5%
> COc1ccccc1NC(=O)NCC1(N(C)C)CCCCC1
  -28% | -12% | 10% | 0% | -25% | -25 | 4%
> COc1ccc(NC(=O)COC(=O)c2cc3c(s2)CCC3)cc1
  -22% | 1% | -1% | x | -1% | x | -4%
> O=C1/C(=C2/NCCN2C2CC(=O)N(c3ccccc3)C2=O)CC/C1=C\c1ccccc1 (stereo not drawn)
  50% | -4% | -6% | -5% | 17% | -21 | -24%
> CC(Cl)C(=O)Nc1c2c(nn1-c1ccccc1)CSC2 (stereo not drawn)
  -13% | -6% | 6% | 1% | -1% | -12 | 0%
> O=C(CN1CCOCC1)N1CCCc2ccccc21
  -7% | 5% | -6% | 5% | 19% | -19 | 20%
> CN(C)c1ccc(C(=S)N2CCCC2)cc1Br
  -2% | -4% | -9% | -3% | 0% | -16 | 4%
> Clc1ccccc1Cn1nnc2c(NCCN3CCOCC3)ncnc21
  9% | -15% | 13% | 1% | -1% | -9 | 3%
> Cc1ccc(S(=O)(=O)/N=C(/NC(=S)Nc2ccccc2)c2ccccc2)cc1
  -22% | 0% | 16% | 2% | -2% | 162 | 4%
